Assay outcomes (PubChem BioAssay)
RTF Ca sens act: cardiac RTF calcium sensitivity activators, primary screen, biochemical, IANBD-TnC fluorescence, EC20 calcium; activation, % at 7.2 µM; Troponin I, cardiac muscle (Homo sapiens) + Troponin T, cardiac muscle (Homo sapiens) + …; IANBD-labeled TnC RTF fluorescence at EC20 calcium; 0% EC20 calcium, 100% full calcium; 0.24% of 340,000 active;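 active = activation above the mean over all tested compounds plus 3 SD, cut at about 30% in these data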;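 also: rise in fluorescence read as greater calcium sensitivity of cardiac thin filaments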
NSD2 HMT inh: NSD2 histone methyltransferase inhibitors, primary screen, biochemical, AlphaScreen, single concentration, set 2 | NSD2 peptide methylation, 120 min | inhibition, % at 12.5 µM | 0.54% of 310,000 active; in the data active = inhibition above about 50%
CDK5 inh: inhibitors of human CDK5/p35 kinase, primary screen, biochemical, single concentration; Recombinant CDK5/p35, ADP-Glo luminescence, 60 min; inhibition, % at 10 µM; 0.01% of 330,000 active; Cyclin-dependent kinase 5 (Homo sapiens) + Cyclin-dependent kinase 5 activator 1 (Homo …;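 active = highest replicate inhibition of at least 50% and at least 75% of replicates reaching 50%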;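 also: plate controls were DMSO neutral control for no effect and GW8510 at 10 µM for full effect; many of its hits are not listed in these tables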
Keap1 Nrf2 FP: Keap1-Nrf2 protein-protein interaction inhibitors, primary screen, biochemical, fluorescence polarization, single point; Keap1 Kelch-Nrf2 peptide fluorescence polarization, 1536-well; 0.15% of 340,000 active; AID 504523, 2011; inhibition, % at 9.4 µM; in the data active = inhibition above about 12%;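 also: human Keap1 Kelch domain with fluorescein labeled Nrf2 9mer peptide probe; 0% = neutral control wells and 100% = peptide positive control; higher means more block of Keap1 binding to Nrf2 peptide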
Target sequence (Q14145 whole entry, looked up, the tested form may be a part): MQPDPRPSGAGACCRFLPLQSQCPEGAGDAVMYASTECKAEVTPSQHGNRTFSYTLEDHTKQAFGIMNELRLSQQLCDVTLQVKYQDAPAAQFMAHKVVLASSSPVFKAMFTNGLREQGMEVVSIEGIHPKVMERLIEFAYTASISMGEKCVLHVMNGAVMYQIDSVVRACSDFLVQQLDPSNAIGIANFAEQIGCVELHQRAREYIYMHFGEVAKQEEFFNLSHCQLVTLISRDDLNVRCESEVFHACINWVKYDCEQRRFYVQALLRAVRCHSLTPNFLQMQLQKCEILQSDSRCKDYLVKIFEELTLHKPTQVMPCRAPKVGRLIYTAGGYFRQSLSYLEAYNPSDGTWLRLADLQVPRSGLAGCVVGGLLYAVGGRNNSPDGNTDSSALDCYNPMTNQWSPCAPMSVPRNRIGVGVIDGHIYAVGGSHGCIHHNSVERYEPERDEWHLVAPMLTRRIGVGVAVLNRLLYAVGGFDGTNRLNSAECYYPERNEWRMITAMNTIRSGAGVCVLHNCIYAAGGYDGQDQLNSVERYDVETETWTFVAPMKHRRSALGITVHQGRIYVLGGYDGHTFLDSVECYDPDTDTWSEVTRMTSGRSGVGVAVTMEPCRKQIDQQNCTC
PvdQ acylase: P. aeruginosa PvdQ acylase inhibitors, primary screen, biochemical, fluorescence, plate reader and imaging, single point. AID 488965, 2010. purified PvdQ acylase. 0.063% of 340,000 active. inhibition, % at 10 µM; in the data active = inhibition above about 30%, passing the limit was not always enough;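 also: 0% = vehicle neutral wells and 100% = reference inhibitor wells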
PfHsp90 set2: growth inhibition of PfHsp90-expressing yeast, primary screen, antimalarial PfHsp90 inhibitor project, S. cerevisiae, BacTiter-Glo luminescence, single point, set 2; BacTiter-Glo ATP, 48 h; yeast lacking PDR1 and PDR3 efflux regulators; inhibition, % at 9.4 µM; 0.32% of 310,000 active; AID 504621, 2011;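 active = every replicate shows inhibition above about 80%, whatever the replicate mean, limit read from the data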;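 also: 0% = DMSO neutral controls and 100% = 20 µM radicicol positive controls; yeast relying on Plasmodium falciparum Hsp90 in place of its own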
LANA DNA inh: inhibitors of KSHV C-LANA binding to DNA, primary screen, biochemical, fluorescence polarization, FAM-LBS DNA, MBP-C-LANA, single point; Kaposi's sarcoma herpesvirus LANA C-terminal domain (residues 932-1162) DNA binding; inhibition, % at 9 µM; 0.078% of 340,000 active;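 active = highest replicate inhibition at or above 60% at 9 µM, even if other replicates fall short; inactive = all replicates below 60% inhibition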;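 also: 0% = neutral control wells and 100% = 4 µM acridine orange control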
RTF Ca sens inh: cardiac RTF calcium sensitivity inhibitors, primary screen, biochemical, IANBD-TnC fluorescence, EC70 calcium. Troponin I, cardiac muscle (Homo sapiens) + Troponin T, cardiac muscle (Homo sapiens) + …. IANBD-labeled cardiac RTF, Ca2+ fluorescence. inhibition, % at 7.15 µM. 0.12% of 340,000 active. AID 493244, 2011;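 active = inhibition above the mean inhibition of all tested compounds plus 3 SD, cut at about 17% in these data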;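 also: assay run at fixed EC70 calcium of 1.6 mM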
dFosB act: activators of delta FosB homodimer, primary screen, biochemical, fluorescence polarization, TAMRA-CDK5 oligo, single point | 0.99% of 340,000 active | AID 493131, 2011 | purified delta FosB; percent of positive-control signal above neutral wells | activation, % at 25 µM | Protein FosB (Mus musculus), P13346;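 active = mean activation above about 17%, with every replicate also reaching it, limit read from the data, passing the limit was not always enough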;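 also: fluorescence polarization rise as delta FosB binds a TAMRA Cdk5 AP-1 oligo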
Rtt109 Vps75: inhibitors of C. albicans Rtt109/Vps75 HAT, primary screen, biochemical, ThioGlo CoA-SH fluorescence, plate reader; purified Rtt109/Vps75, 4 h; inhibition, % at 34.9 µM; 0.16% of 330,000 active; AID 540336, 2011;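 active = inhibition of at least 50% in every replicate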
Target sequence (Q5AAJ8 whole entry, looked up): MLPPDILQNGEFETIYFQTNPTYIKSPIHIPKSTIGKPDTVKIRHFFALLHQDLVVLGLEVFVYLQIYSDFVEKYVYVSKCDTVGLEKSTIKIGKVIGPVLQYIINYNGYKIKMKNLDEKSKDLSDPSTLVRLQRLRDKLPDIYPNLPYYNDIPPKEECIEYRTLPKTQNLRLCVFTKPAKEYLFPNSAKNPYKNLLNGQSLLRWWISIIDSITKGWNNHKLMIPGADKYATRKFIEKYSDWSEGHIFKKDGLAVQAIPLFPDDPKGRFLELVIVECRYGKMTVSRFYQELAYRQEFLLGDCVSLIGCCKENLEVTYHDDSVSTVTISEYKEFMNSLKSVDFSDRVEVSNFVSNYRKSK
Mot1-301 SUMO: yeast Mot1-301 growth rescue at high temperature, primary screen, SUMOylation pathway inhibitor project, S. cerevisiae, ATP luminescence, 38.5C. S. cerevisiae Mot1-301 growth rescue; percent above DMSO median, 100 means doubled. growth rescue, % at 18.8 µM. 1% of 320,000 active. AID 2716, 2010;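 active = every valid replicate shows activation above 250% relative to neutral control wells; inactive = the rest, any valid replicate at or below 250%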;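 also: OY570 slx delta 5 strain wells were the positive control but not used for scaling; some compounds called inactive have numbers as strong as hits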
The depositor's hits bear a star; . = not tested or not shown.

SMILES | RTF Ca sens act | NSD2 HMT inh | CDK5 inh | Keap1 Nrf2 FP | PvdQ acylase | PfHsp90 set2 | LANA DNA inh | RTF Ca sens inh | dFosB act | Rtt109 Vps75 | Mot1-301 SUMO
Cc1ccc(N=Nc2cc(C)ccc2N)cc1 | -6 | . | -0.9 | 3 | 4 | -39 | 0.6 | -3 | -9 | -11 | -20
Cc1ccc(S(=O)(=O)NNC(=O)CCC(=O)Nc2ccc(C)cc2C)cc1 | 11 | -2 | -1.0 | -4 | -8 | -24 | 0.1 | -9 | -5 | 2 | 2
O=C(O)c1cccnc1Sc1ccccc1Cl | 1 | 0 | 1.1 | 1 | -5 | -27 | 1.1 | -6 | -1 | -10 | .
CCOc1cc(C=NN2CCCCCC2)ccc1O | -1 | -27 | -1.4 | -4 | -10 | -16 | -0.7 | -2 | 3 | 7 | .
Clc1ccccc1/C=C/c1ccnc2ccccc12 | 4 | -5 | 1.5 | -1 | -15 | -6 | -0.5 | -5 | -27 | -3 | -28
CC1(c2ccc(O)cc2)NC(=O)N(c2ccccc2)N1 (centres undefined) | 4 | -2 | -0.9 | -1 | -9 | 6 | 0.2 | 3 | 6 | -4 | 32
Cc1c(Cl)ccc(S(=O)(=O)N2CCN=C2c2ccccc2)c1Cl | 0 | -1 | 1.4 | -6 | 13 | -6 | 0.7 | 1 | 4 | -2 | 385
COc1ccccc1NS(=O)(=O)c1cccc(C(=O)N/N=C/c2ccc(C)o2)c1 | 6 | 5 | 1.4 | -1 | 5 | 0 | 0.3 | -9 | -8 | 32 | 9
COc1cc(SC)ccc1C(=O)NC(C)C | -4 | 3 | 2.1 | -1 | -8 | 4 | -1.0 | 6 | -2 | 8 | 28
O=C(NC(=O)c1ccc(F)cc1)Nc1nc(-c2cccs2)cc(C(F)(F)F)n1 | -1 | . | 0.4 | -1 | -2 | 8 | -1.4 | -12 | -14 | -9 | -12
Cn1cc(Cc2ccccc2)c(=O)c(Cc2ccccc2)c1 | -7 | 0 | -6.3 | 0 | 13 | 10 | -0.8 | 0 | -7 | 0 | .
OCCNc1nc(-c2ccccc2)c2ccccc2n1 | 2 | 0 | 1.2 | 0 | -5 | . | 1.2 | -7 | -4 | -29 | 95
COc1ccccc1NC(=O)N1CCc2[nH]c3ccc(F)cc3c2C1 | 3 | 1 | -1.2 | 3 | -17 | -3 | -1.6 | -4 | -7 | 6 | 14
COc1ccc(-c2nc(-c3ccccc3)c(-c3cc([N+](=O)[O-])ccc3C)[nH]2)cc1OC | -4 | 0 | -1.4 | 2 | 1 | . | 1.2 | -12 | -4 | 4 | 7
O=C(CN1CCN(S(=O)(=O)c2ccccc2)CC1)Nc1ccnn1C1CCCC1 | 3 | 1 | -3.6 | -1 | -6 | -13 | -2.0 | -2 | -6 | -5 | 11
Cc1ccc(S(=O)(=O)CC(=O)Nc2ccccn2)cc1 | 1 | -2 | 0.8 | 2 | -17 | 1 | 0.2 | 3 | 6 | 7 | 7
Cn1nc(C(=O)OCC(=O)NCCc2ccccc2)c2ccccc2c1=O | -5 | -1 | -2.3 | -1 | -1 | . | -1.9 | 1 | 0 | 0 | 17
COc1ccc(CCNC(=O)C2CCN(C(=O)N(C)C)CC2)cc1OC | -2 | . | 0.7 | 4 | 0 | 8 | 2.1 | -7 | 3 | -4 | -5
Cc1nc(-c2ccc3c(c2)OCCCO3)cs1 | 6 | 7 | 1.9 | 4 | -7 | 9 | 2.4 | -4 | 4 | -9 | 0
CCc1c(C(=O)NNC(=S)NC2CCCCC2)csc1C | -5 | 4 | 0.0 | -3 | 3 | -7 | 1.6 | 2 | -6 | 14 | -10
CCN(CC(=O)Nc1ccc(NC(C)=O)cc1)C(=O)C1CCC1 | 1 | -1 | 0.7 | 2 | -2 | -11 | -3.0 | 0 | 4 | 0 | -19
Cc1nnc2sc(-c3csc4c3CCCC4)nn12 | 2 | -6 | -1.1 | -6 | 11 | . | 19 | 5 | -26 | 10 | -8
CCOC(=O)COc1nc2c(c(-c3ccco3)c1C#N)CCc1ccccc1-2 | . | -3 | 0.5 | 1 | -1 | 10 | -0.5 | . | -7 | -8 | -4
COc1cc2[nH]c(=O)n(CCCCCC(=O)NCCCN3CCOCC3)c(=O)c2cc1OC | 2 | -1 | -3.9 | -7 | -10 | 26 | -3.7 | -2 | 8 | -4 | 6
Clc1ccc(-c2n[nH]c3c2CCCC3)cc1 | 5 | -4 | 4.6 | 0 | -18 | -14 | -0.6 | 1 | -3 | 0 | 25

3 compounds out of the list above, sorted by the value under Keap1 Nrf2 FP, high to low:
SMILES	RTF Ca sens act	NSD2 HMT inh	CDK5 inh	Keap1 Nrf2 FP	PvdQ acylase	LANA DNA inh	RTF Ca sens inh	dFosB act	Rtt109 Vps75	Mot1-301 SUMO
COc1ccc(-c2nc(-c3ccccc3)c(-c3cc([N+](=O)[O-])ccc3C)[nH]2)cc1OC	-4	0	-1.4	2	1	1.2	-12	-4	4	7
Clc1ccc(-c2n[nH]c3c2CCCC3)cc1	5	-4	4.6	0	-18	-0.6	1	-3	0	25
COc1cc(SC)ccc1C(=O)NC(C)C	-4	3	2.1	-1	-8	-1.0	6	-2	8	28

(more compounds)
SMILES | RTF Ca sens act | NSD2 HMT inh | CDK5 inh | Keap1 Nrf2 FP | PvdQ acylase | PfHsp90 set2 | LANA DNA inh | RTF Ca sens inh | dFosB act | Rtt109 Vps75 | Mot1-301 SUMO
O=c1cc(C(F)(F)F)[nH]c2c(C(F)(F)F)cccc12 | -5 | . | -0.1 | 0 | -3 | 1 | 1.1 | -13 | 0 | -1 | 4
CCn1nc(C(=O)Nc2ccc(N3CCOCC3)cc2)c2ccccc2c1=O | -2 | 1 | -11 | -6 | -19 | -14 | 0.4 | 2 | -11 | -3 | -9
CC1(C)Cc2c(cnn2-c2ccccc2)C(NC(=O)CCc2ccncc2)C1 (centres undefined) | 0 | 0 | 0.5 | 4 | 1 | -8 | 2.8 | -6 | -4 | -2 | 114
COc1cc(C(=O)NCCOc2ccccc2)cc(OC)c1OC | -3 | -1 | 0.3 | -4 | -1 | 3 | -0.3 | -9 | -1 | 3 | -3
Cc1cc(C)c(NC(=O)C(C)(C)C)c(Cl)c1 | 7 | -4 | 0.1 | -2 | -12 | 8 | -0.8 | -6 | -1 | 14 | -2
O=C1CSC(=Nc2ccccc2Cl)N1 | -2 | -1 | -0.1 | -8 | -17 | . | -0.9 | 1 | 4 | -2 | 3
CCc1noc(C)c1C(=O)Nc1nc(-c2ccccc2)cs1 | -7 | -3 | 1.9 | 4 | -10 | 23 | 1.0 | -2 | -8 | -2 | -10
Cc1ccc(S(=O)(=O)N2CCOC2C(Cl)(Cl)Cl)cc1 (centres undefined) | 4 | -6 | -0.6 | 0 | -5 | -18 | -0.7 | -6 | -9 | -5 | 17
Cc1cccc2cc(/C=C3\N=C(c4ccccc4)OC3=O)c(N3CCOCC3)nc12 | 13 | 5 | 1.5 | -6 | -12 | -12 | 1.0 | -4 | -7 | -5 | -6
COc1ccccc1-c1nnc(SCc2nc3ccccc3[nH]2)n1C | -2 | -2 | 1.5 | 1 | -9 | 11 | 1.3 | -8 | -6 | 20 | 8
CCN(CC)S(=O)(=O)c1ccc(N2CCOCC2)c(NC(=O)c2ccc(OC)c([N+](=O)[O-])c2)c1 | -1 | -4 | -1.8 | 1 | -5 | -22 | -0.1 | -6 | -8 | -3 | 5
CCOc1cccc(OCCCCn2cnc3ccccc3c2=O)c1 | 2 | -3 | -2.3 | -6 | -19 | -75 | 2.0 | -5 | -9 | 0 | 17
COc1ccc(NC(=O)Cn2c(=O)oc3cc(S(=O)(=O)N4CCCC4)ccc32)c(OC)c1 | -2 | . | 0.3 | 2 | -3 | -2 | -1.6 | -4 | 1 | -11 | 154
COc1ccccc1NC(=O)C1=C(C)NC2=C(C(=O)CC(c3ccc(OC)c(OC)c3)C2)C1c1coc2ccccc2c1=O (centres undefined) | -1 | -2 | 0.0 | -6 | 2 | 0 | 1.3 | -46 | -4 | -8 | -15
C[C@@H]1CC[C@]2(C(=O)O[C@@H]3O[C@H](CO)[C@@H](O)[C@H](O)[C@H]3O)CC[C@]3(C)C(=CCC4[C@@]5(C)C[C@@H](O)[C@H](O)[C@@](C)(C(=O)O[C@@H]6[C@H](O)C[C@@]7(C)C(CC[C@]8(C)C7CC=C7[C@H]9[C@](C(=O)O[C@@H]%10O[C@H](CO)[C@@H](O)[C@H](O)[C@H]%10O)(CC[C@@H](C)[C@@]9(C)O)CC[C@]78C)[C@@]6(CO)C(=O)O)C5CC[C@]43C)[C@@H]2[C@]1(C)O (some centres undefined) | -1 | . | 5.4 | -2 | 7 | -6 | 4.0 | -7 | -5 | 10 | 18
COc1ccc(Cl)cc1NC(=O)c1cccnc1 | 8 | -1 | -0.9 | 0 | 2 | 0 | 0.8 | 2 | -12 | -3 | -4
Cc1cccc(-n2c(C)nc3c(cnn3-c3ccc(F)cc3)c2=O)c1 | 5 | 1 | 0.0 | -1 | -13 | -19 | -0.6 | -2 | -4 | -7 | -6

An excerpt from above, showing only Mot1-301 SUMO and CDK5 inh:
| Compound | Mot1-301 SUMO | CDK5 inh |
| --- | --- | --- |
| CCN(CC)S(=O)(=O)c1ccc(N2CCOCC2)c(NC(=O)c2ccc(OC)c([N+](=O)[O-])c2)c1 | 5 | -1.8 |
| O=c1cc(C(F)(F)F)[nH]c2c(C(F)(F)F)cccc12 | 4 | -0.1 |
